GLS inh: inhibitors of human glutaminase (GLS) | Potency, µM (series often up to 45.5 µM), for inactives: top-dose activity change, negative = inhibition, actives largely listed as inhibitors | GLS enzymatic activity, qHTS titration | O94925 | 410,000 compounds, 0.21% hits; note: % is set by controls: 0 for no effect and ±100 for the full control effect
Target sequence (O94925 whole entry, looked up): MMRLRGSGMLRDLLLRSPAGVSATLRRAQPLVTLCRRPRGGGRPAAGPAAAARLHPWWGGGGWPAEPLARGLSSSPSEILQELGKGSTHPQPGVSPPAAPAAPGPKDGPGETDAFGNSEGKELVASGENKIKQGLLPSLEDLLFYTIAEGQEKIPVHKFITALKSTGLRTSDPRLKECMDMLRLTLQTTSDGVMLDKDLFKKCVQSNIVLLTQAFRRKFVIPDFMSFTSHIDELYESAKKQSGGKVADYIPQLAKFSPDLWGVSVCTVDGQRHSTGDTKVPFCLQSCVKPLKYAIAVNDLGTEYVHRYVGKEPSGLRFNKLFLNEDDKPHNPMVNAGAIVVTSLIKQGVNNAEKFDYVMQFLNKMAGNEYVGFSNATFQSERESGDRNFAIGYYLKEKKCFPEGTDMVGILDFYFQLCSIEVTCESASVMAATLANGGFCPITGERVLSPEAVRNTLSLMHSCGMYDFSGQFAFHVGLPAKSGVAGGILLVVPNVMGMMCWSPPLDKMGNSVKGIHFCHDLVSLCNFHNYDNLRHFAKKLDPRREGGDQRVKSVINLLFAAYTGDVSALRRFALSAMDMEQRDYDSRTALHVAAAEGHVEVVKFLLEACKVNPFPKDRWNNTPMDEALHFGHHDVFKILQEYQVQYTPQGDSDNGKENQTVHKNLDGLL
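Enzyme dispensed in phosphate buffer (45 mM, pH 8.2, 0.02% Tween-20), compounds pinned in, then 1 mM L-glutamine solution and the glutamate oxidase–HRP–Amplex Red mix added; fluorescence read immediately and again after 30 min at room temperature.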
RGS4 inh: blocks human RGS4-accelerated GTP hydrolysis; AID 504845; Transcreener GDP fluorescence polarization, RGS4-accelerated GTP hydrolysis; Potency, µM (top dose mostly 114 µM), for the others: top-dose activity change, negative = inhibition, most hits filed as inhibitors; 390,000 compounds, 0.039% hits; P49798; note: % is set by controls: 0 for no effect and ±100 for the full control effect; nearly all actives have a fitted effect of over 75% in size; some results filed as inactive show a strong effect at the top dose
Target sequence (P49798 whole entry, looked up): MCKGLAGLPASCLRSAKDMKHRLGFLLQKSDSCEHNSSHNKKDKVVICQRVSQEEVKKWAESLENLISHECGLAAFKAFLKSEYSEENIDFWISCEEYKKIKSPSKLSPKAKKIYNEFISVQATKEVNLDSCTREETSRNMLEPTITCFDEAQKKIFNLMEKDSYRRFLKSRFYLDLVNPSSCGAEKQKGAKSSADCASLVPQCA
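MLSMR compounds (23 nl, pin-transferred) preincubated 10 min at room temperature with a 500nM (2x) first reagent, then RGS4 at 900nM (2x) plus Transcreener GDP mix added; fluorescence polarization (620/688 nm) read before and after 90 min at 30 °C.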
Pin1 inh: inhibitors of human Pin1 | Pin1 FP peptide displacement, HiFluor488, 10 min | Potency, µM (titrated, usually from 115 µM), without a hit: at the highest dose activity, negative = inhibition, usual class: inhibitors | 390,000 compounds, 0.009% hits; active = well fitted inhibition curve with a large enough effect in the polarisation, with a control signal flat, not every such curve was filed as active; inconclusive = small, poorly fitted or top-dose-only effect, or effect the other way, or a change in a side signal; inactive = no such curve, though single readings can be large or run the other way; the % refers to the polarisation; note: % is set by controls: 0 for no effect and ±100 for the full control effect
Target sequence (Q13526 whole entry, looked up): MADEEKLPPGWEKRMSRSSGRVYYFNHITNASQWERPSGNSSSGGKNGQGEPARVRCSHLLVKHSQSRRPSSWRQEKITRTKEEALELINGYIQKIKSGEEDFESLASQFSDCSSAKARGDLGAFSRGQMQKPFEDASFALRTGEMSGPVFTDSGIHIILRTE
ERG-DNA inh: ERG Ets/DNA interaction inhibition | P11308 | fluorescence polarization, His-ERG Ets domain / labelled DNA | Potency, µM (titrated, usually from 76.9 µM), for the others: at the top dose FP activity, negative = inhibition, actives largely listed as inhibitors | AID 624246 | 370,000 compounds, 0.028% hits; active = well fitted inhibition curve with a large enough effect in the polarisation, with a control signal flat; inconclusive = small, poorly fitted or top-dose-only effect, or effect the other way, or a change in a side signal; inactive = no such curve, though single readings can be large or run the other way; the % refers to the polarisation;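 note: polarization taken with two DNA probes labelled with fluorescein and Texas red; % of control where 0% means no effect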
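His-tagged ERG Ets domain (1 uM in the protein solution; 300mM KCl, 50mM Tris-HCl, 1mM EDTA, 1mM DTT, pH 7.5) received compound, then a probe mix of 5 nM fluorescein-DNA and 100nM Texas-615-DNA. Fluorescence polarization was read for both dyes.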
JMJD2A Tudor inh: JMJD2A Tudor domain (human) inhibition; AID 504339; 390,000 compounds, 4.4% hits; AlphaScreen JMJD2A-Tudor / H3K4me3 peptide binding; Potency, µM (top dose mostly 114 µM), without a hit: top-dose activity change, negative = inhibition, actives largely listed as inhibitors; O75164; note: % is set by controls: 0 for no effect and ±100 for the full control effect; nearly all actives have a fitted effect of over 50% in size
PGK inhibitor: T. brucei PGK inhibition; PGK/GAPDH coupled, Kinase-Glo luminescence, 60 min; P07378; Potency, µM (titrated, usually from 57.5 µM), for inactives: at the highest dose activity change, negative = inhibition, most hits filed as inhibitors; 380,000 compounds, 0.043% hits; note: % is set by controls: 0 for no effect and ±100 for the full control effect; nearly all actives have a fitted effect of over 60% in size
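Luminescent ATP detection (Kinase-Glo Plus) follows a 60-minute room-temperature incubation, with wells lacking PGK as controls. Buffer: 100 mM TEA (pH 7.6), 5 mM MgCl2, 0.01% Tween-20. Coupling enzyme GAPDH (100 nM final) supplies unstable 1,3-BPG in-well.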
rTrxR1 inhibitor: inhibitors of rat thioredoxin reductase 1; O89049; recombinant rTrxR1, NADPH fluorescence consumption, selenite substrate; Potency, µM (highest dose often 114 µM), for inactives: at the highest dose activity change, negative = inhibition, actives largely listed as inhibitors; 390,000 compounds, 1% hits; note: % is set by controls: 0 for no effect and ±100 for the full control effect; nearly all actives have a fitted effect of over 65% in size
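Rat TrxR1 (90 nM in the dispensed reagent) was pre-reduced with 400 uM NADPH for 5 min at room temperature, then incubated with compound for 15 min. After 400 uM selenite was added, NADPH fluorescence (Ex 340/Em 450 nm) was followed for 8 min.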
ALOX12 inh: blocks human arachidonate 12S-lipoxygenase | P18054 | purified 12hLO, xylenol orange hydroperoxide absorbance | Potency, µM (top dose mostly 108 µM), for inactives: at the top dose activity change, negative = inhibition, actives largely listed as inhibitors | 580,000 compounds, 1.1% hits | AID 1671190; note: % is set by controls: 0 for no effect and ±100 for the full control effect
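Hydroperoxide product was detected by ferrous iron/xylenol orange as the 573 to 405 nm absorbance ratio. Arachidonic acid at 40 uM (final) was turned over for 30 min at room temperature by 150 nM human 12hLO, pH 7.0 Hepes buffer, after 15 min compound preincubation.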
HP1b chromo inh: blocks HP1-beta chromodomain binding to methylated histone tails | P83916 | 390,000 compounds, 0.56% hits | Potency, µM (doses to about 114 µM), inactives show at the top dose activity change, negative = inhibition, usual class: inhibitors | AID 540317 | AlphaScreen HP1-beta / biotin-H3K9me3 peptide binding; note: nearly all actives have a fitted effect of over 70% in size; inactives centre near 23
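Compound inhibition of the preformed complex between 50 nM HP1-beta and 50 nM biotinylated H3K9me3 peptide was read by AlphaScreen. Buffer was PBS pH 7.4 with 0.01% Tween-20. Incubations ran 30 min at room temperature, with 10 ug/mL donor/acceptor beads.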
Starred values were filed as active, the others as inactive; i = inactive; ? = inconclusive; / = no result given; & = joins results of further samples; [ ] = dose if it differs, or a comment. Unless noted, calls come from the whole dose curve; as a rule, active = well fitted curve in the direction sought with a large enough effect; inconclusive = small, poorly fitted or top-dose-only effect, or another doubt; inactive = no such curve, though single readings can be large; an effect the other way counts as inactive or inconclusive. Potency is the fitted concentration of half-maximal effect.

cpd	Molecule	rTrxR1 inhibitor	HP1b chromo inh	Pin1 inh	RGS4 inh	ERG-DNA inh	PGK inhibitor	ALOX12 inh	JMJD2A Tudor inh	GLS inh
1	Cc1ccc(NC2=CC(=O)CC(c3ccccc3)C2)cc1 (stereo unspecified)	-1.0%[57.1 µM]	18.5%	2.5%	-29.0%	11.1%	-1.4%	7.2%	-26.2%	2.3%
2	O=C(NCCSCc1ccccc1)c1ccccc1	19.9%	25.2%	-1.1%	-7.8%	-8.6%	4.5%	1.2%	0.4%[57.1 µM]	4.0%
3	Cc1ccc(S(=O)(=O)CCC(O)c2ccc(Cl)cc2)cc1 (stereo unspecified)	4.6%	14.7%	1.0%	13.0%	-10.3%	-1.0%	?	-14.0%	-8.1%
4	Cc1ccc(Cn2nnc3c(=O)n(CC(=O)NCc4ccc5c(c4)OCO5)cnc32)cc1	8.9%	7.4%	5.9%	-6.6%	/	-7.8%	-7.4%	-5.8%	5.8%
5	CC(C)(C)OC(=O)CNC(=O)c1[nH]cnc1C(=O)N[C@@H](CCCCNC(=O)OC(C)(C)C)C(=O)OC(C)(C)C	-14.1%	28.5%	?	-0.3%	-4.5%	-4.5%	0.3%	-26.1%	-0.8%
6	CC(=O)c1cccc(NC(=O)c2ccc(OC3CSC3)cc2)c1	16.6%	37.3%	0.9%	2.6%	1.8%	1.3%	42.0%[activator]	-8.3%	3.2%
7	CCCCCCCCNS(=O)(=O)CCNC1CCCCC1	-1.6%	49.9%[activator]	-6.7%	-25.0%	-7.4%	-1.4%	?	-9.4%	-0.2%
8	O=C(CN1C(=O)CSC1=O)Nc1ccc(N2CCOCC2)cc1	17.4%	20.0%	-4.9%	-23.6%	-28.8%	-1.7%	-23.8%	-0.3%	42.8%[activator]
9	CCOc1ccc(N2C(=O)C(CC(=O)Nc3ccccc3)N(Cc3ccccn3)C2=S)cc1 (stereo unspecified)	48.4%	26.1%	-0.9%	-0.8%	21.2%	-4.4%	?	-15.5%	-3.1%
10	CCOC1=NC(=C(c2ccccc2)c2ccccc2)OC1=O	-14.7%	-28.4%	-7.5%	-8.1%	2.7%	-12.9%	?	25.1µM*	6.7%
11	O=C(O)c1cnn2c1NC(c1ccc(F)cc1)CC2C(F)(F)F (stereo unspecified)	9.8%	16.3%	?	16.0%	2.7%	6.0%	0.0%[57.4 µM]	1.7%	8.5%
12	Cc1cc(Cl)ccc1NC(=O)CCCN1C(=O)CCC1=O	-14.1%[57.1 µM]	5.2%	0.3%	21.6%	-7.4%	-1.4%	-2.4%	-11.7%	1.2%
13	CCN(CC)CCCNC1CCS(=O)(=O)C1 (stereo unspecified)	8.7%	35.6%	1.5%	-14.4%	6.2%	-1.0%	?	8.1%	-2.9%
14	Cc1ccc(SCC(=O)OC(C)C(=O)N2CCc3ccccc32)cc1 (stereo unspecified)	-12.0%	79.9%[activator]	-9.0%	14.1%	3.5%	9.3%	-20.8%	49.3%[activator]	-1.2%
15	CC12CC(c3ccccc3O1)N(C(=O)c1ccco1)C(=S)N2c1ccc(F)cc1 (stereo unspecified)	2.2%[57.1 µM]	3.9%	30.0%[activator]	-28.4%	-2.8%	-7.6%	0.0%	-31.3%	0.3%
16	C[C@H](N)C(=O)NC[C@H]1O[C@@H](n2cnc3c(N)ncnc32)[C@H](O)[C@@H]1O	12.4%	42.9%[activator]	-4.7%	4.9%	4.0%	-9.4%	-13.4%	2.9%	-12.3%
17	N=c1c(C(=O)NCc2ccccc2)cc2c(=O)n3ccccc3nc2n1CCCN1CCOCC1	6.2%	38.9%	?	11.3%[11.4 µM]	2.7%	0.7%	0.0%	-2.3%[11.4 µM]	-14.5%
18	Cc1cc2cc(CNC(=O)c3cccs3)ccc2[nH]1	19.4%[57.1 µM]	-4.2%	-2.8%	-10.4%	?	i	-10.5%	?	18.3%
19	CC(=O)c1ccc(OCC(=O)Nc2c(C)nn(-c3ccccc3)c2C)cc1	4.0%	9.4%	4.6%	-22.8%	1.8%	-9.1%	-5.0%	2.1%	2.6%
20	Cc1ccc(C)c(N2CCN(S(=O)(=O)c3c(C)noc3/C=C/N(C)C)CC2)c1	19.9%[57.1 µM]	-8.2%	?	-30.1%	2.4%	i	1.9%	-31.2%	-26.1%

Limited to rTrxR1 inhibitor (2 entries from above):
| # | smiles | rTrxR1 inhibitor |
| --- | --- | --- |
| 1 | Cc1ccc(NC2=CC(=O)CC(c3ccccc3)C2)cc1 (stereo unspecified) | -1.0%[57.1 µM] |
| 2 | O=C(NCCSCc1ccccc1)c1ccccc1 | 19.9% |

More records
cpd	Molecule	rTrxR1 inhibitor	HP1b chromo inh	Pin1 inh	RGS4 inh	ERG-DNA inh	PGK inhibitor	ALOX12 inh	JMJD2A Tudor inh	GLS inh
21	CC(C)(C)c1ccc(C(=O)N2CCN(c3nc4ccccc4o3)CC2)cc1	17.6%[57.1 µM]	28.1%	-4.6%	-9.3%	-0.5%	3.3%	7.9%&22.8%	-6.9%	-1.0%
22	O=C(Nc1ccccc1N1CCCC1)c1cccc(F)c1	-15.8%	25.6%	5.1%	-25.5%	-1.8%	-5.2%	26.1%	-16.0%	2.9%
23	O=C(CN(CCc1ccccc1)S(=O)(=O)c1ccc(Br)cc1)NCc1ccc(Cl)cc1	-2.1%	7.9%	5.7%	5.4%	-2.9%	12.2%	4.47µM*	14.1µM*	0.9%
24	COCCNC(=O)C1CCN(S(=O)(=O)c2ccccc2)CC1	18.3%	21.8%	-5.8%	-6.2%	/	-2.3%	11.2%	-4.5%	-2.8%
25	COc1ccc(NC(=S)N2CCN(C(c3ccccc3)c3ccccc3)CC2)c(OC)c1	24.0%[57.1 µM]	-6.3%	13.4%	11.3%	2.5%	-22.4%	-29.6%	-31.6%	-14.5%
26	O=C1c2ccccc2C(=O)N1CCCCSc1nnnn1-c1ccccc1	5.0%	45.0%[activator]	1.3%	-3.6%	-0.6%	-6.3%	165.5%[activator]	3.3%	1.7%
27	Cc1ccc(OCC(=O)Nc2c(C(=O)c3ccccc3)oc3ccccc23)cc1C	45.9%[activator]	45.4%[activator]	0.3%	?	1.0%	-3.9%	-13.8%	-0.3%	2.7%
28	Cc1ccc(C(=O)NCCc2nnc3ccc(SCC(=O)NCc4ccc(F)cc4)nn23)cc1	7.2%	39.7%[activator]	0.9%	14.1%	-6.0%	11.0%	-8.7%	-15.4%	5.6%
29	COC(=O)C1Sc2[nH]c(=O)sc2C2c3ccccc3OC(=O)C12 (stereo unspecified)	-10.8%	10.3%	-0.2%	-7.5%	14.0%	-2.4%	0.0%	-15.8%	/
30	NC1=NC(=O)/C(=C/C=C/c2cccs2)S1	-3.4%[57.1 µM]	10.3%	5.0%	-14.8%	2.4%	-6.9%	?	-2.1%	-13.4%
31	COc1ccccc1NC(=O)c1ccc(-n2cccn2)c([N+](=O)[O-])c1	-15.8%[57.1 µM]	17.1%	-3.3%	25.8%	6.0%	0.9%	-3.7%	-25.2%	4.8%
32	COc1ccc(OC)c(NC(=S)NCC(c2cccnc2)N2CCOCC2)c1 (stereo unspecified)	-1.8%	8.2%	0.7%	-19.8%[11.4 µM]	15.3%	-6.6%	-1.8%	-15.5%	18.7%
33	CCOC(=O)C1=C(C)OC(N)=C(C#N)C1C1CCCCC1 (stereo unspecified)	6.1%	31.6%	?	-7.5%	2.0%	0.6%	-4.3%	-7.6%	11.0%
34	O=C(Oc1cccc(N2C(=O)CCC2=O)c1)C1CC(=O)N(c2ccc(F)cc2)C1 (stereo unspecified)	-15.8%	25.8%	6.7%	-18.3%	/	3.0%	15.4%	-11.6%	1.0%
35	O=C(NN(CC(O)COc1ccccc1)CC(O)COc1ccccc1)c1ccccc1 (stereo unspecified)	13.9%[57.1 µM]	27.9%	6.9%	1.3%	-3.3%	8.7%	-2.0%	7.2%	5.5%
36	COc1ccc(OC)c(C2=NOC(C(=O)NCc3ccccn3)C2)c1 (stereo unspecified)	-12.8%	8.4%	2.9%	46.9%	0.6%	-1.3%	13.7%	?	-8.7%
37	O=C(COC(=O)COc1ccccc1F)NCCc1ccc(F)cc1	18.3%	52.9%[activator]	1.3%	-4.7%	11.8%	-5.8%	-12.8%	11.0%	-3.9%
38	N/C(CC(=O)NC1CCCCC1)=N\OCC(=O)Nc1ccc(Cl)c(Cl)c1	1.9%	24.5%	14.2%	-12.6%	-6.2%	-5.0%	-2.0%	-11.4%	-3.0%
39	C=CCn1c(SCC(=O)Nc2ccc(C(=O)OCC)cc2)nnc1-c1cccs1	-4.2%	25.7%	-2.4%	-22.2%	-2.0%	i	-14.0%	0.9%	4.5%
40	CN(Cc1ccccc1)C(=O)c1ccc(NC(=O)Cc2cccc(NC(=O)C3CCCN(C(=O)C4CCCCC4)C3)c2)cc1 (stereo unspecified)	20.2%	15.2%	12.2%	14.2%	-9.2%	-2.8%	-10.8%	-27.5%	-2.3%

Only part of the results is shown, so the mix of outcomes need not match the whole.
